DENV2 CPE: DENV2-induced cell death inhibition | DENV2-infected cells, cytopathic effect rescue, plate reader | CPE inhibition, % at 9.99 µM | 1.7% of 350,000 active; in the data active = CPE inhibition above about 20%, passing the limit was not always enough; inconclusive = no clear call, values can overlap the other calls; tested in BHK-21 cells;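 also: 0% = median of neutral control wells and 100% = median of positive control wells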
SIRT5 block: sirtuin-5 (human) deacylase inhibition. Q9NXA8. Purified SirT5, succinyl-peptide AMC, trypsin-coupled fluorescence. inhibition, % at 15 µM. 1.1% of 330,000 active. AID 652115; in the data active = inhibition above about 15%; inconclusive = no clear call, values can overlap the other calls
Target sequence (Q9NXA8 whole entry, looked up): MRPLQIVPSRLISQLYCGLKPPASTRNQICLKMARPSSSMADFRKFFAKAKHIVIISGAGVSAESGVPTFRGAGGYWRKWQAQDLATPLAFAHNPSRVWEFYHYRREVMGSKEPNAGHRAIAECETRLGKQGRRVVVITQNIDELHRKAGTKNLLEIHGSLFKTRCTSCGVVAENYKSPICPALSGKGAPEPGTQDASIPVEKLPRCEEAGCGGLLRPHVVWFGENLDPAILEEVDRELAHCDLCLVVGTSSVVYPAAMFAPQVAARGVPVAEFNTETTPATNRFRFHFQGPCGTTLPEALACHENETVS
C2C12 statin: suppression of simvastatin myotoxicity. C2C12 myotubes + simvastatin, ATP luminescence, 48 h; scaled: DMSO 0, geranylgeraniol control 100. rescue of ATP level, % at 7.49 µM. 0.78% of 330,000 active. AID 602340;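 active = mean ATP rescue above about 67%, or every replicate alone reaching that limit, limit read from the data, passing the limit was not always enough; inconclusive = no clear call, values can overlap the other calls; inactive = mean under the limit and some replicate under it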;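 also: myotubes were challenged with 10 µM simvastatin during compound exposure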
S100A4 inh HTS: blocks human S100A4 binding to myosin IIA peptide; P26447; S100A4/TAMRA-MyoIIA peptide fluorescence polarization; inhibition, % at 10.7 µM; 0.14% of 360,000 active;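 active = mean inhibition of at least 70% across replicates, with every replicate also reaching that level; inconclusive = mean inhibition reaches 70% but some replicates fall short; inactive = mean inhibition below 70%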
Target sequence (P26447 whole entry, looked up): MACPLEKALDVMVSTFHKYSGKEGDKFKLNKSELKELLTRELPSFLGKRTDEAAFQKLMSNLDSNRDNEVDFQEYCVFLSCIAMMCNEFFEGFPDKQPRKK
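Test system: S100A4 monomer protein; Medium: HEPES pH 7.2 with CaCl2, KCl, NaCl, DTT, Triton; Probe or stimulus: TAMRA-labelled myosin IIA heavy-chain peptide probe, 5 nM; Doses: one dose per compound; Times: polarization read 5 min after assay mix addition, stable 5–60 min; Benchmarks: neutral control DMSO, positive control TFP.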
E-selectin induc: induces E-selectin expression in human endothelial cells; HUVEC E-selectin immunofluorescence imaging; normalized: neutral wells 0, TNF-alpha wells 100; P16581; 0.37% of 260,000 active; activation, % at 7.58 µM; AID 686992;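 active = mean E-selectin-positive cell signal at least 10% of the positive control, reached in at least 60% of replicates, without over 20% cell loss; inconclusive = no rule given, readout overlaps actives, possibly toxicity-flagged; inactive = the rest, including those meeting only one limit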;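 also: in these data hits start at about 27%; measured in HUVEC primary endothelial cells; signal is the percent of cells scored E-selectin positive by PE staining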
Target sequence (P16581 whole entry, looked up): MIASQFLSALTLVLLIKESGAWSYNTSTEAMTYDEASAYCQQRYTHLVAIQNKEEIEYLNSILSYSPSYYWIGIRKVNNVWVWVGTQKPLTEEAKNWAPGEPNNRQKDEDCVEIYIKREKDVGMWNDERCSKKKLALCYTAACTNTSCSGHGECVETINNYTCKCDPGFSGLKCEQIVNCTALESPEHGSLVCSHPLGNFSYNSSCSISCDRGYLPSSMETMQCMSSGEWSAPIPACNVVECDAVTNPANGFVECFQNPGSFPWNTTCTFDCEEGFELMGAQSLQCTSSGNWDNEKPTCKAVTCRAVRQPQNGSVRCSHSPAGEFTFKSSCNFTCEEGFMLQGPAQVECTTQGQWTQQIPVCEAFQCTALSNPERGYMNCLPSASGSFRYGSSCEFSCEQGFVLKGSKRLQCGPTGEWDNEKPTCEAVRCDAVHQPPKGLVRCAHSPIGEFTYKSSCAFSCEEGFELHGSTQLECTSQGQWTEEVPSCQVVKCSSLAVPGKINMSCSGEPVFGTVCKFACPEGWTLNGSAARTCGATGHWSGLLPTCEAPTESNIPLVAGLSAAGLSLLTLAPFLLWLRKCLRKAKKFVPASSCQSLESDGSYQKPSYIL
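assay system = HUVEC, human umbilical vein endothelial cells | input = 3,000 HUVEC seeded per well | medium = EGM-2 growth medium on 0.1% gelatin-coated wells | dosing = one compound dose added by pin transfer | signal = immunofluorescence imaging | read-out basis = % PE-positive cells | control set = TNF-alpha, DMSO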
PglD DTNB: PglD (C. jejuni) enzyme inhibition | purified PglD enzyme, DTNB colorimetric CoA detection | inhibition, % at 12.5 µM | 0.098% of 360,000 active | AID 602405; in the data active = inhibition above about 16%, passing the limit was not always enough; inconclusive = no clear call, values can overlap the other calls; also: strong numbers were not always called active
ERp5 block: ERp5 (human) disulfide isomerase inhibition; Q15084; inhibition, % at 9.99 µM; ERp5 insulin aggregation, absorbance 650 nm, 90 min; AID 651711; 0.05% of 350,000 active;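 active = mean replicate inhibition above about 25%, with every replicate also reaching it, limit read from the data, passing the limit was not always enough; inconclusive = only one of those two criteria met; inactive = neither criterion met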
* = called active by the depositor; ? = inconclusive; . = not tested or not shown; & = joins results of further samples.

Screens in order: DENV2 CPE, SIRT5 block, C2C12 statin, S100A4 inh HTS, E-selectin induc, PglD DTNB, ERp5 block
- CCn1c(SCCC#N)nnc1-c1ccncc1
  -10, -1, ., 5, ., ., -2
- CCCCN1CC(O)=C(c2nc(-c3ccc(Br)cc3)cs2)C1=N
  4, -6, ., -12, -0.1, 6, 1
- C[C@@H]1CN([C@@H](C)CO)C(=O)c2cc(C#CCN(C)C)cnc2O[C@@H]1CN(C)C(=O)Cc1ccncc1
  -1, -1, 53, -8, -0.3, 3, -3
- C[C@@H]1CN([C@@H](C)CO)C(=O)c2cc(NS(=O)(=O)c3ccc(F)cc3)ccc2O[C@@H](C)CCCCO[C@@H]1CN(C)CC1CCCCC1
  7, 1, 6, 0, 0.4, 0, 1
- C[C@@H]1CN([C@H](C)CO)C(=O)Cc2cc(NC(=O)c3ccncc3)ccc2O[C@H]1CN(C)C(=O)Nc1ccc(F)cc1
  -1, 1, 12, 15, 0.0, -2, -1
- COc1cccc(NC(=O)Nc2nnc(Cc3ccc(F)cc3)s2)c1
  3, -3, -9, -6, 0.4, -2, -2
- COc1cc(/C=C/C(=O)Nc2nnc(CC(C)C)s2)cc(OC)c1OC
  5, -23, ., 8, 4.2, ., 1
- Cc1cc2c(=O)cc(-c3ccccc3)oc2c(C(=O)O)c1C
  2, ., ., -2, 0.0, ., -3
- COC(=O)c1cc(C(=O)NCCC(C)C)cc([N+](=O)[O-])c1
  -3, -4, ., -4, 0.1, -1, 2
- CNCCC(=O)N1c2ccccc2CCc2ccc(NC(=O)OC)cc21
  -1, -2, -6, 4, 0.0, 0, 1
- CCC(CC)NC(=O)COC(=O)c1cc(Br)ccc1Cl
  1, -1, 11, 6, -0.7, -6, -2
- Cc1onc(-c2c(F)cccc2Cl)c1C(=O)c1ccc(F)cc1
  0, -3, ., 9, ., 4, 4
- COc1ccc(C(CNC(=S)NCc2ccccc2)N2CCCC2)cc1 (stereo not drawn)
  -2, -7, ., 3, 2.4, ., 6
- O=C(Nc1ccccc1)N1CCCCN2[C@H](CO)[C@H](c3ccc(C#CC4CC4)cc3)[C@H]2C1
  34*, 3, ., 10, -0.9, -7, 2
- C[C@H]1CN([C@@H](C)CO)C(=O)CCCn2cc(nn2)CO[C@@H]1CN(C)S(=O)(=O)c1ccc(Oc2ccccc2)nc1
  0&-10, -1&-3, 0, 1&-7, -0.1&0.5, 2, 4&5
- O=C(CC1C(=O)NCCN1Cc1ccc(F)cc1)NCCCn1cccn1 (stereo not drawn)
  -4, -2, -2, -5, ., -3, 1
- COc1ccc(Cl)cc1S(=O)(=O)N1CCC(C(=O)NCCc2ccccc2)CC1
  -3, 0, 1, -3, -0.1, -8, 2
- O=C(C[C@@H]1CC[C@@H](NC(=O)CN2CCOCC2)[C@@H](CO)O1)NCCc1ccccc1
  3, 7, -3, 9, -0.2, 1, 1
- COCCCNc1ncnc2c1sc1nc(-c3ccco3)c3c(c12)CC(C)(C)OC3
  1, 19*, ., -3, ., ., 0
- COc1ccccc1NS(=O)(=O)c1cc(NC(=O)c2cccnc2)ccc1N1CCCCC1
  -4, ., 8, -3, -0.2, 2, -4
- CCC(C(=O)Nc1c(C)cc(C)cc1C)N1CCCCCC1 (stereo not drawn)
  2, 3, 1, 3, ., 3, 1
- COc1ccc(CCN2C(=O)CSC2c2ccc(OC)c(OC)c2)cc1OC (stereo not drawn)
  -4, 1, ., 0, -0.1, -4, 1
- CC(C)NC(=O)N(C)C[C@H]1Oc2cc(-c3ccncc3)ccc2S(=O)(=O)N([C@@H](C)CO)C[C@@H]1C
  -1, -6, -6, 7, -0.1, 1, 7
- C=C1CCN([C@@H](CC(C)C)C(=O)Nc2nc3ccc(Cl)cc3s2)S(=O)(=O)c2ccccc21
  -12, ., 2, -1, 0.0, -3, -1
- O=c1cc(CO)oc(C(Nc2ccccn2)c2ccccc2F)c1O (stereo not drawn)
  2, ., -2, 3, ., 2, -4
- N#Cc1sc2nc3c(c(-c4cccnc4)c2c1N)CCC3
  ., ., 31, -8, ., -3, -4
- CCC(=O)Nc1ccc(/C(C)=N\NC(=O)c2ccc(OC)cc2)cc1
  -5, -3, ., 3, 0.1, 0, -1
- C/C(=N\Nc1ccc(Cl)c(C(=O)O)c1)c1cc2ccccc2o1
  3, 7, 16, 1, -1.0, -2, -1
- C=CC[C@H](CC(=O)N(CCO)Cc1ccccc1)C(=O)NC[C@H](OC(=O)[C@@H](CC=C)Cc1ccc(F)cc1)c1ccccc1
  9, ., -16, -8, -0.1, 4, 2
- COc1cc(CCCN2C(=S)NC[C@@H]2c2ccccc2)cc(OC)c1OC
  25*, ., -1, -2, 0.2, 7, 0
- COc1cc(C(=O)NC2CCCC2)c(Br)c(OC)c1OC
  1, 0, ., 0, ., ., 4
- NC(=O)C1CCN(C(=O)COc2ccc(Nc3ccccc3)cc2)CC1
  -2, 0, -10, -7, 3.4, ., -2
- Cc1nccn1C(c1ccccc1)c1ccccc1
  1, -3, 2, 0, -2.2, 9, 2
- O=[N+]([O-])c1ccc(Sc2ccccc2)nc1
  -7, -2, 2, 6, ., 2, 0
- Clc1cccc(CN2CCN(Cc3ccco3)CC2)c1
  -3, -3, 1, -4, 0.2, -1, 0
- CC1CN(Cc2nc3c(c(=O)n(C)c(=O)n3C)n2Cc2ccccc2)CC(C)O1 (stereo not drawn)
  ?, -2, 12, -2, ., -11, -1
- CCCN(CCC)C(=O)c1cc2c(=O)[nH]c3ccc(C)cc3c2s1
  2, -7, 4, -7, ., -9, -3
- COc1cccc(-c2cn(-c3cccc(C(F)(F)F)c3)c(=S)[nH]2)c1
  -6, -1, -4, -1, ., 4, 0
- O=S(=O)(c1ccc(Br)cc1)N1CCn2c(nc3ccccc32)C1
  13, 4, -2, -1, 0.4, -1, -1
- O=S(=O)(/N=C(/c1ccccc1)N1CCOCC1)c1ccc(Br)cc1
  2, -14, -1, -9, -0.1, -2, -2
- CSc1nc(-c2ccccc2F)c(C#N)c(=O)n1C
  0, 1, ., -3, ., ., 5
- NC1C=CC=C(C(=O)O)C1 (stereo not drawn)
  9, 1, 7, 3, 0.1, 2, -5
- COC(=O)C1=C(C)NC(C)=C(C(=O)OCC2CCCO2)C1c1cccc(Cl)c1 (stereo not drawn)
  1, 0, 8, -3, -0.2, -2, -10
- Cc1cc(C)c(C(=O)COC(=O)Cn2c(C)csc2=O)cc1C
  7, -2, -5, -13, ., -3, 3
- CCOC(=O)c1c(NC(=O)CC2Nc3cc(C)c(C)cc3NC2=O)sc(C)c1C (stereo not drawn)
  -1, -1, ., 1, ., ., 3
- CC(C)CNC(=O)/C(C#N)=C1\N=C(NC(=O)c2ccco2)c2ccccc21
  -2, -1, -6, 9, ., -2, -5
- C[C@@H]1CN([C@H](C)CO)C(=O)c2cccc(NC(=O)Nc3ccccc3)c2O[C@@H]1CN(C)CC1CCCCC1
  -6, -1, 14, 19, -0.1, 1, -7
- Cc1cccc(-c2ccc(C3[C@@H]4CN(Cc5cccnc5)C[C@H]3N4)cc2)c1 (stereo partly drawn)
  6, 5, ., 12, 0.0, ., -3
- Cc1nc(C)c(C(=O)O)c(-c2cccs2)c1C(=O)O
  10, 1, 4, -6, 1.7, -4, -1
- COc1ccc(S(=O)(=O)N2CCOCC2)cc1NC(=O)CCNC(=O)c1ccc(Br)cc1
  ?, -1, -5, 0, 1.7, -3, 1
- COc1ccccc1CNC(=O)C[C@H]1C[C@@H]2c3cc(NS(=O)(=O)c4ccc(F)cc4)ccc3O[C@@H]2[C@H](CO)O1
  -2, 2, -2, -8, 0.9, 0, -3
- O=C(CC1S/C(=N/N=C/c2cccs2)NC1=O)Nc1ccccc1F (stereo not drawn)
  ., -2, ., -3, -0.5, ., 4
- O=S(=O)(N[C@H]1CC[C@H](CCn2cc(C3(O)CCCC3)nn2)O[C@H]1CO)c1ccc(Cl)cc1
  -3, 6, 8, 31, -0.7, 2, 0
- COc1ccc(CNC(=O)CN(C(=O)c2csnn2)c2cnc3ccccc3c2)cc1
  1, -2, -5, 2, ., -3, -3
- COc1ccc(NC(=O)c2cc(C3CCCCN3C(=O)c3ccc(C#N)cc3)on2)c(C)c1 (stereo not drawn)
  -14, 3, 2, 0, -0.2, -1, -6
- C[C@H](CO)N1C[C@H](C)[C@@H](CN(C)C(=O)Nc2ccccc2)Oc2ccc(NS(=O)(=O)c3ccccc3)cc2C1=O
  1, 1, 2&-4, 22, 0.2&-0.1, -1&4, 2
- CCCc1[nH]nc2c1C(c1ccc(OC(=O)N3CCOCC3)cc1)C(C#N)=C(N)O2 (stereo not drawn)
  -5, -3, -1, 1, ., -4, -1
- CC(C)CC1NC(=O)c2ccc(Cl)cc2-n2c1nc1cc(F)ccc1c2=O (stereo not drawn)
  ., ., ., -1, -0.5, ., -1
- O=C(NCc1ccc2c(c1)OCO2)c1cc(COc2c(F)cccc2F)on1
  -6, -7, 5, 13, -0.9, 0, 3
- COc1ccccc1CN1CC(C(=O)N(C)Cc2[nH]c3ccccc3c2C)CCC1=O (stereo not drawn)
  -7, -2, 8, 9, 119*, 1, -3

(further entries)
Screens in order: DENV2 CPE, SIRT5 block, C2C12 statin, S100A4 inh HTS, E-selectin induc, PglD DTNB, ERp5 block
- CC1CCN(S(=O)(=O)c2ccc(C(C)C)cc2)CC1
  10, 1, ., 2, ., ., -9
- Cc1ccc(S(=O)(=O)N2CCN(CC(=O)Nc3ccccc3C(=O)NC3CC3)CC2)cc1
  6, -3, ., 0, ., ., -5
- Cc1ccccc1NC(=O)CNC(=O)Cc1cccc2ccccc12
  -4, -4, 5, -2, -0.5, 4, -3
- CC(C)NC(=O)N(C)C[C@H]1Oc2ccc(NC(=O)C3CCCCC3)cc2CC(=O)N([C@@H](C)CO)C[C@@H]1C
  6, 2, -29, 0, -0.4, -5, 3
- CSCCC(NC(=O)COc1ccccc1)C(=O)N1CCN(c2ccccc2)CC1 (stereo not drawn)
  12, 1, -1, 6, ., -1, -1
- CNC[C@@H]1OCCCC[C@H](C)Oc2ccc(NS(=O)(=O)c3ccc(Cl)cc3)cc2C(=O)N([C@@H](C)CO)C[C@@H]1C
  -20, -6, -10, 4, 0.1, 1, -4
- O=C(NCc1cccnc1)C(=O)NCC1OCCN1S(=O)(=O)c1ccc(Cl)cc1 (stereo not drawn)
  -12, -3, -10, -3, ., -3, -1
- O=C1NC2(CCCCC2)N(C(=O)c2ccccc2)C2=C1CCCC2
  ?, 0, 3, -6, -1.7, ., 0
- COc1ccc(C)cc1NC(=O)CSc1ccc(-c2cccnc2)nn1
  8, 1, 13, -2, 0.1, 0, 2
- COc1ccc(S(=O)(=O)N(C)C[C@H]2Oc3c(NC(=O)Cc4ccccc4)cccc3C(=O)N([C@H](C)CO)C[C@@H]2C)cc1
  -2, -2, ?, -7, -0.1, -10, 1
- COc1ccccc1S(=O)(=O)N[C@H]1CC[C@@H](CC(=O)N2CCCCC2)O[C@@H]1CO
  2, 0, -3, -11, 1.4, 4, -3
- COc1cc(N)c(Br)cc1C(=O)O
  -12, -1, 2, 6, ., -9, 6
- C=C1CC(C(=O)N/N=C/c2ccccc2)C1
  -2, 2, ., 1, ., ., 6
- C=Cc1ccc(Cn2c(C)c(C(=O)NCc3cccc([N+](=O)[O-])c3)sc2=O)cc1
  -3, ., 21, -1, ., 1, 2
- NC(=NCc1ccco1)NC(=O)c1ccc(Cl)cc1
  -6, -12, -7, -2, ., ., -1
- O=C(NCc1ccco1)c1cccc2c1C(=O)c1ccc(N3CCC(N4CCCCC4)CC3)cc1S2(=O)=O
  15, 6, -12, -1, 0.2, -4, 4
- CC(C(=O)Nc1ccc2nccnc2c1)N1C(=O)C2C3C=CC(C3)C2C1=O (stereo not drawn)
  ?, -2, -4, 2, 0.1, 1, -10

These rows are one share of the data (hit frequency here may not be typical).
